# GLP-1R agonist – qHTS of GLP-1 Receptor Agonists | HEK293 GLP-1R CRE-luciferase, luminescence, 4-6 h; cells express a hypersensitive GLP-1R form | Potency, µM (top dose mostly 45.6 µM), for the others: top-dose activation, most hits filed as activators | hit rate 0.007% among 380,000 | AID 624172, 2012; also: % of control where 0% means no effect
# Target sequence (P43220 whole entry, looked up): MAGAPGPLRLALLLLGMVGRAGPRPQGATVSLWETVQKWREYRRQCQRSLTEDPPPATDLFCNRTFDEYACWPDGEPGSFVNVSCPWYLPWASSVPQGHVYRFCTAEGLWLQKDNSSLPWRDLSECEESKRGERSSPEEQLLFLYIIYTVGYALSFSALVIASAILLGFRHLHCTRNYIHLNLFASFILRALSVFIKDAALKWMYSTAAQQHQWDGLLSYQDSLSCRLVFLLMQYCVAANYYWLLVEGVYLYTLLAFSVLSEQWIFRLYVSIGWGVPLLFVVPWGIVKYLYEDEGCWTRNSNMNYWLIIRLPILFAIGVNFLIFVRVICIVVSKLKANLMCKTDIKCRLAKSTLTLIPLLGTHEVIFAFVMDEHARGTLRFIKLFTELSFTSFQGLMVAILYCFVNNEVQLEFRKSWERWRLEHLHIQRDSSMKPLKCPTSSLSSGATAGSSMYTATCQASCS
# KB-3-1 cytotox – qHTS assay for MDR1-selective chemotherapeutics: Primary screen using the parental adenocarcinoma cell KB-3-1 | KB-3-1 viability, CellTiter-Glo ATP luminescence, 72 h | Potency, µM (top dose mostly 46.1 µM), without a hit: at the top dose activity change, negative = cytotoxic, hits mostly cytotoxic | hit rate 1.4% among 400,000 | AID 1347075, 2019; also: % is scaled to controls: 0 for no effect and ±100 for the full control effect; nearly all actives have a fitted effect of over 60% in size
#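 Here the drug-naive KB-3-1 line serves as comparator for MDR sub-line selectivity; cells received compound titrations, 72 h at 37 °C, then CellTiter-Glo readout.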
# SW480 rereplic – A quantitative high throughput screen for small molecules that induce DNA re-replication in SW480 colon adenocarcinoma cells; Potency, µM (doses to about 46.1 µM), for the others: at the top dose re-replication activation, actives largely listed as activators; AID 624297, 2012; SW480 DNA re-replication, Hoechst DNA content imaging, 48 h; hit rate 1.8% among 340,000; also: % of control where 0% means no effect; nearly all actives have a fitted effect of over 55% in size
#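 Per well, 250 cells were exposed to pinned compound for 48 hr. Nuclear DNA was visualised with Hoechst (40 min, 37 C) and total object intensity recorded by fluorescence scanning.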
# KB-V1 MDR tox – qHTS assay for MDR1-selective chemotherapeutics: Primary screen using the drug-selected MDR subline cells KB-V1 | hit rate 3.4% among 400,000 | Potency, µM (series often up to 46.1 µM), without a hit: top-dose activity change, negative = cytotoxicity, actives largely listed as cytotoxic | AID 1347076, 2019 | KB-V1 MDR cells viability, CellTiter-Glo, 72 h; also: % is scaled to controls: 0 for no effect and ±100 for the full control effect; nearly all actives have a fitted effect of over 60% in size
#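 Cytotoxicity via CellTiter-Glo luminescence after 72 h compound exposure at 37 degrees C. Cells: drug-selected KB-V1 line, DMEM phenol-red free plus 10% FBS. Compounds tested at multiple concentrations; normalized data fitted to concentration-effect curves.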
# TDP-43 yeast inh – qHTS of TDP-43 Inhibitors; TDP-43 expressing yeast growth rescue, BacTiter-Glo, 24 h; Potency, µM (doses to about 46.1 µM), for the others: top-dose growth rescue (activation), actives largely listed as activators; hit rate 1.8% among 410,000; AID 652104, 2013; also: % of control where 0% means no effect; nearly all actives have a fitted effect of over 50% in size
#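 Yeast expressing TDP-43 (pregrown in raffinose, seeded at OD600=0.02 in galactose medium) exposed to compounds 24 hr at 30 deg C. Growth read by BacTiter-Glo luminescence; rescue of toxicity appears as increased signal.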
# GLP-1R inv ag – qHTS of GLP-1 Receptor Inverse Agonists (Inhibition Mode); Potency, µM (doses to about 38.3 µM), inactives show at the highest dose activity change, negative = inhibition, hits mostly inhibitors; HEK293 GLP-1R CRE-luciferase, luminescence, 24 h; GLP-1R form is constitutively active; AID 624417, 2012; hit rate 1.6% among 410,000; also: % is scaled to controls: 0 for no effect and ±100 for the full control effect; nearly all actives have a fitted effect of over 55% in size
#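 HEK293 cells stably co-expressing a cAMP-responsive luciferase reporter and constitutively active GLP-1R were seeded, incubated 12 h, then exposed to compounds for 24 h at 37 C. Luminescence was read 12 min after detection reagent; inverse agonists lower signal.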
# GLP1R cytotox – qHTS of GLP-1 Receptor Inverse Agonists: Cytotox Screen; hit rate 0.13% among 410,000; HEK293 cAMP-luciferase reporter cells, luminescence, 24 h; Potency, µM (top dose mostly 38.3 µM), without a hit: at the top dose activity change, negative = inhibition, usual class: inhibitors;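 also: loss of luciferase light is scored as toxicity; % is scaled to controls: 0 for no effect and ±100 for the full control effect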
#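 Compound-treated cells are incubated 24 hr at 37 deg C under 5% CO2 after a 12 hour attachment period, then luciferase detection reagent is added and luminescence is measured following 12 min at room temperature; lowered signal indicates toxicity.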
# HT1080-NT tox – qHTS for induction of synthetic lethality in tumor cells producing 2HG: qHTS for the HT-1080-NT fibrosarcoma cell line | hit rate 1.6% among 360,000 | HT-1080-NT fibrosarcoma viability, CellTiter-Glo ATP luminescence, 48 h | Potency, µM (top dose mostly 46.1 µM), inactives show at the highest dose activity, negative = less viability, actives largely listed as cytotoxic | AID 686970, 2013;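 also: NT is the 2HG producing partner of a matched IDH1 knockdown line; 0% = DMSO-treated cells and -100% = media-only wells without cells; nearly all actives have a fitted effect of over 55% in size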
#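 750 cells/well, RPMI + 5% FBS; 2 h settle, compound pin-transfer, 48 h at 37 degrees C. CellTiter-Glo 10 min RT, luminescence. Normalized to DMSO and media-only wells.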
# HT1080 IDH1KD tx – qHTS for induction of synthetic lethality in tumor cells producing 2HG: qHTS for the HT-1080-IDH1KD cell line. HT-1080 IDH1 knockdown viability, ATP luminescence, 48 h. Potency, µM (doses to about 46.1 µM), without a hit: top-dose activity, negative = toxicity, hits mostly cytotoxic. hit rate 2% among 360,000. AID 686971, 2013;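 also: 0% = DMSO wells and -100% = cell-free medium wells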
#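 Knockdown cells (IDH1KD HT-1080) received compounds 2 h after plating at 750 cells/well and were kept 48 h at 37 °C in 5% FBS RPMI. A CellTiter-Glo luminescence read gave % activity for curve fitting.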
# Starred values were filed as active, the others as inactive; ? = inconclusive; . = not tested or not shown; & = joins results of further samples; [ ] = remark or other dose. Calls follow the shape of the dose curve; as a rule, active = well fitted curve in the direction sought with a large enough effect; inconclusive = small, poorly fitted or top-dose-only effect, or another doubt; inactive = no such curve, though single readings can be large; an effect the other way counts as inactive or inconclusive. Potency is read from the fitted curve at half-maximal effect.
compound | SW480 rereplic | GLP-1R agonist | GLP-1R inv ag | KB-V1 MDR tox | HT1080-NT tox | HT1080 IDH1KD tx | GLP1R cytotox | KB-3-1 cytotox | TDP-43 yeast inh
O=C(O)c1ccc2c(c1)C(=O)N(c1cccc(S(=O)(=O)Nc3cccc(C(F)(F)F)c3)c1)C2=O | -54.7%[inhibitor][1.84 µM] | -3.2% | -1.9% | ? | -0.6% | 2.4% | -11.7% | 1.6% | .
COc1cccc(C(=O)NC(C)c2ccc(-c3ccccc3)cc2)c1OC (centres undefined) | ? | 18.8% | ? | -3.8% | -9.9% | -28.8% | 14.2% | 0.3% | ?
COc1ccc(NC2=C(Cl)C(=O)N(c3ccccc3)C2=O)c(OC)c1 | -4.2% | -2.9% | 12.6% | 26.5% | 11.8% | 6.3% | 5.1% | 2.0% | 26.3%
COc1cc(C2NC(=S)NC(O)(C(F)(F)F)C2C(=O)c2cccs2)cc(OC)c1O (centres undefined) | 5.8% | -1.9% | 2.7% | 0.0% | 1.6% | 2.7% | -4.7% | -1.8% | 0.0%
Cc1[nH]n(-c2ccc(Cl)cc2)c(=O)c1/C=N/c1nnc(-c2ccccc2)s1 | -4.3% | -0.9% | 5.9% | 0.0% | -21.8% | -24.6% | -0.5% | ? | -19.9%
CNC(=O)c1sc(Nc2ccc(OCc3ccccc3)cc2)nc1C | 3.6% | 11.4% | 10.6% | 8.2µM* | ? | -28.9% | -12.1% | ? | 5.4%
Cc1ccc(S(=O)(=O)NC(=O)c2cc(C)n(-c3ccc(N(C)C)cc3)c2C)cc1 | 6.7% | -3.6% | -17.7% | -9.9% | 0.7% | -0.4% | -2.2% | -7.5% | 35.5µM*
COc1ccc(-c2cc3nc(C)c(CCC(=O)NCCc4ccc(Cl)cc4)c(C)n3n2)c(OC)c1 | . | 0.2% | 8.7% | 2.5% | . | . | 1.0% | -9.0% | -1.3%
Cc1cc(C)nc(Nc2ccccc2Cl)n1 | -1.2% | -0.6% | 8.0% | -17.7% | 3.8% | 12.7% | -0.2% | -9.3% | ?
COc1ccc(C)cc1NC(=O)CCc1c(C)nn(-c2ccc(N3CCCCC3)nn2)c1C | -3.2% | 0.8% | ? | -16.2% | -18.1% | -4.5% | -20.5%&7.5% | -7.3% | 23.6%&27.5%
CC(C)n1c(NCCc2ccccc2)nc2c1c(=O)n(C)c(=O)n2C | 13.1% | 5.9% | 13.7% | ? | -19.5% | -22.1% | 25.9% | ? | 21.9%
COc1ccccc1NC(=O)c1cnc2n(c1=O)CCS2 | 2.4% | -4.5% | 24.1% | 0.0% | 2.5% | -2.1% | -4.2% | 16.0% | -7.6%
CC1CCCN(C(=O)Cn2nnc(-c3ccccc3F)n2)C1 (centres undefined) | ? | -5.6% | 6.7% | -2.1% | 8.2% | 8.9% | 2.3% | -1.7% | 7.6%
COc1ccc(N2CCN(S(=O)(=O)CCNC(=O)/C=C/c3ccc4c(c3)OCO4)CC2)cc1 | -26.0% | -8.5% | 4.1% | -5.2% | -17.6% | -20.0% | -5.1% | -11.4% | 6.3%
COc1ccc(NC(=O)c2ccc3c(=O)n(-c4ccc(OC)cc4OC)c(=S)[nH]c3c2)c(OC)c1 | -0.8% | -3.9% | 1.1%[7.66 µM] | ? | 0.3% | -4.0% | 1.6%[7.66 µM] | -3.1% | 6.5%
CC(C)c1ccc(OCC(O)Cn2cnc3ccccc32)cc1 (centres undefined) | -5.1% | 13.4% | ? | 0.0% | ? | ? | -22.2% | 0.0% | -4.8%
Cc1no[n+]([O-])c1COc1ccc(/C=C(\C#N)C(N)=O)cc1 | -1.0% | -1.8% | 7.3% | -2.8% | -2.0% | 2.6% | 3.2% | 5.5% | 11.5%
COc1c(Cl)cc(C(=O)Nc2ccccc2C(=O)O)cc1Cl | 0.9% | -5.4% | 79.6%[activator] | ? | -25.3% | ? | 4.3% | -16.9% | -12.9%
CC(C)COc1cccc(C(=O)NNC(=O)C2COc3ccccc3O2)c1 (centres undefined) | -0.7% | 2.3% | 4.3% | -1.9% | 0.6% | -0.2% | 1.1% | 16.1% | ?
CCOc1ccc(-n2c(SCC(=O)OC)nc3sc4c(c3c2=O)CCN(C)C4)cc1 | -10.5% | 14.7% | 3.0% | 2.7% | -0.9% | -3.4% | 8.0% | -12.4% | -8.2%
O=C(Nc1cccc(C(=O)O)c1)/C(=C\c1ccccc1)NC(=O)c1ccccc1Cl | 6.0% | 3.2% | 0.0% | -11.0% | 8.6% | 1.5% | 20.6% | -5.1% | -9.5%
CCN(CC)c1cc(C)c2cc(NC(=O)/C=C/c3ccccc3OC(C)C)ccc2n1 | . | 5.1% | ? | -2.2% | . | . | -11.5% | -18.4% | ?
N#Cc1c(-c2ccccc2)nc(SCc2ccc(Cl)cc2)[nH]c1=O | -11.7% | -3.5% | ? | 16.2% | -21.3% | -16.9% | ? | -4.9% | -10.1%
CC1CCC(N(CCCN)Cc2ccco2)CC1C (centres undefined) | -9.9% | 9.4% | ? | ? | -7.3% | -15.4% | 5.4% | -12.2% | -1.2%
O=C(N/N=C/c1cccc2ccccc12)c1cc(C2CC2)[nH]n1 | -3.5% | 0.7% | -2.4% | 4.3% | 1.5% | -0.8% | -4.2% | 2.3% | 5.2%
COc1ccc(NC(=O)c2cccnc2)cc1OCC(C)C | -7.4% | ? | 99.6%[activator] | -3.2% | -1.0% | -3.2% | 2.5% | 14.4% | -0.4%
O=C1CCCC(O)=C1N=Nc1cccc(S(=O)(=O)N2CCOCC2)c1 | -4.3% | 13.5% | 4.2% | 30.1% | -23.8% | 3.2% | -8.3% | 13.1% | 11.5%
CC1(C(=O)NCCC(F)(F)F)Cc2c(-c3ccccc3)ccnc2O1 (centres undefined) | . | -5.7% | ? | 20.6µM* | -15.8% | ? | ? | ? | -3.3%
Cc1cccc(NC(=O)CSc2nc3ccccc3c(=O)n2C)c1 | 4.7% | ? | -6.2% | -28.0% | -28.7% | ? | -15.3% | -17.2% | 0.0%
NNc1nc(-c2ccccc2)cc(-c2ccccc2O)n1 | ? | -3.6% | 5.2% | 5.17µM* | ? | 12.6µM* | 3.5% | ? | ?
CC(=O)Nc1ccc(NC(=O)C(NC(=O)c2ccc(Cl)cc2)C(C)C)cc1 (centres undefined) | . | 8.8% | 8.8% | 11.0% | 7.6% | -1.6% | -1.7% | 3.6% | ?
Cc1ccc(C)c(N2CCN(C(=O)c3ccc(CS(=O)Cc4cccc(Cl)c4)o3)CC2)c1 (centres undefined) | -16.7% | 6.4% | ? | -9.1% | -23.0% | -17.4% | -15.0% | 0.9% | ?
Cc1cccc(C)c1OCC(=O)N=Nc1c(O)[nH]c2ccc(Br)cc12 | ? | 6.6% | 3.0% | ? | 18.7% | 8.9% | -15.8% | -9.8% | -14.0%
COc1ccc(CN2CCN(Cc3ccc(C)cc3)CC2)c(OC)c1 | -0.2% | 0.9% | ? | -0.7% | -15.1% | -19.5% | 10.3% | -18.4% | 5.9%
COc1cc(NC(=O)c2cc(C(C)C)on2)c(OC)cc1Cl | -0.6% | 3.6% | ? | -5.8% | -14.1% | -11.8% | 76.1%[activator] | 8.9% | 0.0%
Cc1ccc(-c2cnc(-c3ccncc3)o2)cc1 | -0.7% | 13.6% | 0.0% | -12.7% | 25.2% | 7.9% | 7.1% | -7.4% | 15.8µM*
CCC(=O)N1CCC1(C)C(=O)Nc1ccc2nc(C)ccc2c1 (centres undefined) | . | -2.0% | 24.8% | 5.4% | ? | 22.1% | 0.8% | 0.0% | 15.1%
COC(OC)c1ccnc(-c2ccc(OC(=O)c3ccc(F)cc3)cc2)n1 | -1.4% | 11.6% | 12.4% | 1.0% | 11.9% | 26.7% | -5.6% | -1.9% | -16.5%[1.82 µM]
O=C(N/C(=C/c1cccc([N+](=O)[O-])c1)C(=O)N1CCCCC1)c1cccs1 | -0.8% | 3.7% | 27.9% | -20.6% | 1.4% | 2.8% | 3.4% | -7.0% | 14.0%
Cc1nc(NCCc2ccccc2)c2nnn(Cc3ccccc3)c2n1 | -13.8% | 5.2% | 21.0% | ? | 4.0% | 4.5% | 10.9% | 0.2% | 0.9%
O=c1oc2cc(O)ccc2cc1-c1nc2c(s1)CCc1ccccc1-2 | 3.66µM* | -14.6% | 23.1% | -2.4% | 0.2% | -2.2% | . | -23.2% | 7.0%
O=C(NCc1ccccc1)c1ccc(Cl)c(S(=O)(=O)N2CCCC2)c1 | -4.9% | 4.1% | ? | 14.1% | 0.3% | -0.4% | -1.0% | 12.8% | 17.1%
CCOc1ccc(/C=N/NC(=S)NC2CC3CCC2C3)cc1 (centres undefined) | -5.0% | 15.1% | ? | 12.4% | 0.5% | 3.5% | -11.5% | -2.2% | 15.1%

# Four entries drawn at random from those above, as already listed:
compound | SW480 rereplic | GLP-1R agonist | GLP-1R inv ag | KB-V1 MDR tox | HT1080-NT tox | HT1080 IDH1KD tx | GLP1R cytotox | KB-3-1 cytotox | TDP-43 yeast inh
CC1CCCN(C(=O)Cn2nnc(-c3ccccc3F)n2)C1 (centres undefined) | ? | -5.6% | 6.7% | -2.1% | 8.2% | 8.9% | 2.3% | -1.7% | 7.6%
O=C1CCCC(O)=C1N=Nc1cccc(S(=O)(=O)N2CCOCC2)c1 | -4.3% | 13.5% | 4.2% | 30.1% | -23.8% | 3.2% | -8.3% | 13.1% | 11.5%
CCOc1ccc(-n2c(SCC(=O)OC)nc3sc4c(c3c2=O)CCN(C)C4)cc1 | -10.5% | 14.7% | 3.0% | 2.7% | -0.9% | -3.4% | 8.0% | -12.4% | -8.2%
O=C(N/C(=C/c1cccc([N+](=O)[O-])c1)C(=O)N1CCCCC1)c1cccs1 | -0.8% | 3.7% | 27.9% | -20.6% | 1.4% | 2.8% | 3.4% | -7.0% | 14.0%
